SENP6 block – SENP6 protease inhibition; Recombinant SENP6 catalytic domain, aminoluciferin luminescence; inhibition, % at 10 µM; actives 1.8% (n = 330,000); AID 2599;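 active = inhibition above about 50% at the single tested dose, limit read from the data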;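 note: plate controls were DMSO wells with enzyme for no effect and DMSO wells lacking enzyme for full effect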
Target sequence (Q9GZR1 628-1112 limits assumed): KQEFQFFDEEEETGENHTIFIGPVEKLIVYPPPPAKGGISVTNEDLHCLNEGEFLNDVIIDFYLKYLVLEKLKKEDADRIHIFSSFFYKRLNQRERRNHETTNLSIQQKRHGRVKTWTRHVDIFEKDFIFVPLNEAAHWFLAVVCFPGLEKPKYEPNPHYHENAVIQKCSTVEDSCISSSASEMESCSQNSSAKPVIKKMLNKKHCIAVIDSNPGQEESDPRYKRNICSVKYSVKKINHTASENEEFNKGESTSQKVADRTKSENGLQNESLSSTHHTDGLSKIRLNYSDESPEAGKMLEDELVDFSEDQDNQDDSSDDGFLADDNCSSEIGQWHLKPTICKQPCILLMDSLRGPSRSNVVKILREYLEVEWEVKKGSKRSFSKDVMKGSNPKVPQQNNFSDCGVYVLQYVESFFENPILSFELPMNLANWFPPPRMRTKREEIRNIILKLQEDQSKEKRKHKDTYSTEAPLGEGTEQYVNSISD
PfGluPho inh – PfG6PD (Plasmodium falciparum) enzyme inhibition; PfGluPho enzyme, NADPH resazurin-diaphorase fluorescence; AID 504690; inhibition, % at 20 µM; actives 0.78% (n = 350,000);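 active = inhibition reaching at least a set limit at 20 µM in the primary screen, cut at about 59% in these data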;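 note: 0% = DMSO wells with substrate and 100% = DMSO wells lacking glucose-6-phosphate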
SENP8 block – inhibitors of human SENP8 protease; inhibition, % at 20 µM; actives 0.64% (n = 360,000); recombinant SENP8, Nedd8 substrate fluorescence; AID 602440; Q96LD8; in the data active = inhibition mostly above about 40%, no sharp cut-off; inactive = mostly below about 27%
Target sequence (Q96LD8 whole entry, looked up): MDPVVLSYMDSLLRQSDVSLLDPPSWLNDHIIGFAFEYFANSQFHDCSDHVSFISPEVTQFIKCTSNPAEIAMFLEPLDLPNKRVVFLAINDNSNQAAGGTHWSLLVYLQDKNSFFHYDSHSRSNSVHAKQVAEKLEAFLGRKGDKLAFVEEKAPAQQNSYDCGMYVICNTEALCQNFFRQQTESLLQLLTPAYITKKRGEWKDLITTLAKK
ATG4B inh – ATG4B (human) cysteine protease inhibition; Q9Y4P1; ATG4B cleavage of LC3-PLA2, NBD-HPC fluorescence, 1 h; inhibition, % at 8.33 µM; actives 0.51% (n = 340,000); in the data active = inhibition above about 40%
HKDC1 inh – HKDC1 (human) hexokinase inhibition; Q2TB90; recombinant HKDC1, G6PDH/diaphorase resazurin coupled fluorescence; inhibition, % at 20 µM; actives 0.16% (n = 340,000);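 active = inhibition above about 35% when tested at 20 µM, limit read from the data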;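 note: plate controls were DMSO wells with enzyme for no effect and DMSO wells lacking enzyme for full effect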
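Test system: HK5 enzyme. Quantity: 5 µg/mL HK5 final. Reagent: glucose and ATP substrates. Schedule: 90 min reaction incubation at room temperature, dark. Technique: resazurin-to-resorufin fluorescence via G6PDH and diaphorase coupling, 525/613 nm. Control set: DMSO wells with and without enzyme mix.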
GRIN3A LBD mod – modulates the human NR3A ligand-binding domain; NR3A LBD differential scanning fluorimetry, Tm shift; 0% = protein alone, 100% = glycine-bound protein; Tm shift relative to glycine control, % at 25 µM; actives 2.5% (n = 340,000);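 active = melting temperature shift of at least 10% of the positive control shift, at one fixed dose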
MPTP inh – permeability transition pore inhibition. inhibition, % at 10 µM. AID 602449. actives 1.4% (n = 360,000). isolated mouse mitochondria, Ca2+ swelling absorbance, 30 min;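 active = inhibition of 50% or more, scaled per plate between neutral and stimulator controls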;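 note: 0% = DMSO wells given calcium and 100% = 1 mM EGTA wells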
SENP7 block – SENP7 protease inhibition. recombinant SENP7, Z-RLRGG-aminoluciferin luminescence, 40 min. inhibition, % at 5 µM. AID 434973. actives 1.5% (n = 330,000). Q9BQF6;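 active = inhibition above about 50% at the single test dose, limit read from the data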;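 note: plate controls were DMSO with enzyme for no effect and no enzyme buffer wells for full effect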
An asterisk follows results filed as active; i = inactive; . = no result given.

Below each SMILES – GRIN3A LBD mod	ATG4B inh	PfGluPho inh	MPTP inh	SENP8 block	HKDC1 inh	SENP7 block	SENP6 block
1. Cc1c(NS(=O)(=O)c2ccc(C(=O)NCc3ccccc3)cc2)c(=O)n(-c2ccccc2)n1C
 : -1	2	-8	1.0	4	-2	4	-6
2. O=C(CCCCCN1C(=O)c2ccccc2C1=O)Nc1ccc(F)cc1
 : 2	1	6	10	24	2	1	0
3. Cc1ccc(SCC(=O)OCC(=O)NCc2ccco2)cc1
 : -1	3	-4	0.1	-6	-5	-9	-15
4. O=C(CNC(=O)c1cccc(Br)c1)N/N=C/c1cn[nH]c1-c1ccccc1
 : -4	-10	-5	0.6	16	1	11	5
5. COc1ccccc1-n1cnc2cc(C(=O)NCCCN3CCOCC3)ccc21
 : -4	-3	-2	-2.0	11	-5	6	-19
6. C=CCC[C@H](Cc1ccc(F)cc1)C(=O)OC[C@H](Cc1c[nH]c2ccccc12)NC(=O)[C@@H](CC=C)CC(=O)N[C@@H](CO)Cc1ccccc1
 : -5	-2	-1	-0.3	19	0	3	12
7. O=C1NC(c2ccc(Br)cc2)Nc2sc3c(c21)CCC3 (centres undefined)
 : 2	-6	33	-9.5	-237	6	5	-6
8. CC(=O)N1CCOc2cc(S(=O)(=O)NC(C)c3ccccc3)c(Cl)cc21 (centres undefined)
 : 1	-16	-9	-1.0	1	-3	-11	4
9. CCn1nc(C(=O)OCC(=O)N(CCC#N)c2ccccc2)c2ccccc2c1=O
 : 0	-10	12	-0.4	4	-2	7	15
10. Cc1cc(NC(=O)c2ccc(C)c(C)c2)no1
 : 2	2	1	0.3	26	5	7	16
11. CS(=O)(=O)N(CCc1ccccc1)CC(=O)NCc1ccncc1
 : 1	-6	-1	0.2	12	10	-7	-4
12. O=C(NN=C1CCCCCC1)c1cn(-c2ccccc2)nc1-c1ccccc1
 : 1	43*	7	4.5	29	-3	5	5
13. N#CC(c1cccc(Cl)c1)c1ncc(C(F)(F)F)cc1Cl (centres undefined)
 : 3	4	-5	2.5	19	-3	0	-16
14. COc1ccccc1C(=O)NCC(c1cccs1)N1CCc2ccccc21 (centres undefined)
 : 2	35	10	1.2	8	-1	13	-12
15. Cn1nccc1C(=O)Oc1cccc(/C=N/NC(=O)c2ccccc2O)c1
 : -5	2	-12	3.7	-307	-5	25	23
16. CCOP(=O)(OCC)/C(C#N)=C/c1cc(OC)ccc1OC
 : 2	-4	-6	0.1	-222	0	.	.
17. Cc1ccccc1OCC1Cn2c(nc3c2c(=O)[nH]c(=O)n3C)O1 (centres undefined)
 : -1	-7	-14	1.8	6	-4	-6	-3
18. CCCC(=O)N1CCN(c2ccc(NC(=O)C(C)(C)C)cc2)CC1
 : -1	-8	6	18	24	-3	3	-3
19. Cc1ccc(-n2nc3c(=O)n(CCCC(=O)NCc4ccccc4C)nc(C)c3c2C)cc1
 : -6	0	-18	0.6	-1	0	2	-10
20. Cn1nc(-c2ccccc2)cc1NC(=O)CCCC(=O)O
 : 1	10	-19	1.8	4	-2	-4	-24

Next part (seven carried over from the part before).
Below each SMILES – GRIN3A LBD mod	ATG4B inh	PfGluPho inh	MPTP inh	SENP8 block	HKDC1 inh	SENP7 block	SENP6 block
14. COc1ccccc1C(=O)NCC(c1cccs1)N1CCc2ccccc21 (centres undefined)
 : 2	35	10	1.2	8	-1	13	-12
15. Cn1nccc1C(=O)Oc1cccc(/C=N/NC(=O)c2ccccc2O)c1
 : -5	2	-12	3.7	-307	-5	25	23
16. CCOP(=O)(OCC)/C(C#N)=C/c1cc(OC)ccc1OC
 : 2	-4	-6	0.1	-222	0	.	.
17. Cc1ccccc1OCC1Cn2c(nc3c2c(=O)[nH]c(=O)n3C)O1 (centres undefined)
 : -1	-7	-14	1.8	6	-4	-6	-3
18. CCCC(=O)N1CCN(c2ccc(NC(=O)C(C)(C)C)cc2)CC1
 : -1	-8	6	18	24	-3	3	-3
19. Cc1ccc(-n2nc3c(=O)n(CCCC(=O)NCc4ccccc4C)nc(C)c3c2C)cc1
 : -6	0	-18	0.6	-1	0	2	-10
20. Cn1nc(-c2ccccc2)cc1NC(=O)CCCC(=O)O
 : 1	10	-19	1.8	4	-2	-4	-24
21. Cc1cccc(C)c1-n1nnnc1C1(Nc2ccccc2)CCCCC1
 : 0	-4	-3	0.7	14	0	1	12
22. CC(OC(=O)c1ccncc1)C(=O)NC1CCCC1 (centres undefined)
 : 1	-4	1	-0.9	2	-10	13	-7
23. O=C1NC2(CCCCO2)CO1 (centres undefined)
 : -6	10	-16	-0.3	21	-2	0	-13
24. CCc1c(C)nc2ncnn2c1Nc1ccc(C)c(C)c1
 : 1	-5	-1	-2.7	20	-5	10	4
25. O=C(Nc1ccncc1)Nc1ccc(Cl)cc1
 : 26*	0	2	55*	3	-6	4	-19
26. O=C(NC(C(=O)O)c1ccccc1)c1ccc(S(=O)(=O)N2CCOCC2)cc1 (centres undefined)
 : 1	15	-11	0.2	15	0	-4	-10
27. CCN(CC)S(=O)(=O)c1cccc(-c2nnc(SCC(=O)NC)n2N)c1
 : 0	-6	3	-1.6	2	-8	3	-5
28. COc1ccc(OCCn2c(C)c(/C=N/n3cnnc3)c3ccccc32)cc1
 : 0	-14	-10	-0.7	30	-5	-8	-15
29. Cc1cccn2c(=O)c3cc(C(=O)N4CCN(Cc5ccccc5)CC4)sc3nc12
 : 0	-62	14	-1.4	i	-3	3	-9
30. COc1ccccc1C(C#N)c1cccc(Cl)n1 (centres undefined)
 : 0	0	6	-0.2	19	-4	-9	-9
31. COc1ccc(OC)c(CCNC(=O)CCCC(=O)n2ncc3cc(C)ccc32)c1
 : 0	-1	0	-1.1	2	-1	0	-2
32. CCOC(=O)/C(C)=N/NC(=O)c1ccc([N+](=O)[O-])cc1
 : 0	-7	0	-0.2	23	-8	-3	-7
33. CCCn1c(O)c(N=NC(=O)c2cccnc2)c2cc(Br)ccc21
 : -2	4	-18	2.1	36	24	9	17
34. O=C(Nc1ccccc1C(=O)Nc1ccccn1)c1cc(F)c(F)cc1Cl
 : 2	-2	3	-1.1	-2	-6	5	8
35. Cc1ccc(C(C(=O)NCc2ccco2)N(C(=O)CNC(=O)c2cccs2)c2ccc(C)cc2)cc1 (centres undefined)
 : -22	-2	-5	-0.7	12	-6	6	-23
36. Cc1ccsc1/C=C/C1=Cc2c(sc(NC(=O)CSc3n[nH]c(N)n3)c2C#N)C(C)(C)C1
 : 10*	66*	16	1.0	-186	3	10	14
37. COC(=O)C1=C(C)N(c2cccc(OC)c2)C(=O)/C1=C\c1ccco1
 : 1	12	12	2.5	32	15	11	5
38. O=c1[nH]c(N2CCN(c3ccccc3)CC2)nc2c1CCCC2
 : 0	-8	-7	-3.9	-19	-4	-6	-2
39. Cc1cc2c(SCC(=O)Nc3ccccc3O)ncnc2s1
 : 1	5	-18	-0.3	-10	-7	.	.
40. COc1ccc(CCN(C)Cc2nc(Cc3ccc(OC)c(OC)c3)no2)cc1OC
 : 0	2	0	2.8	25	-1	4	-2
41. COC(=O)c1sc(NC(=O)COc2ccc(C)cc2)nc1C
 : -3	-8	-12	-0.8	7	-9	4	0
42. COc1ccccc1NC(=O)N1CCCC1
 : 0	1	1	-1.6	8	-5	-2	-3
43. O=C(CN1C(=O)S/C(=C\c2cccc(Cl)c2)C1=O)NC1C=CS(=O)(=O)C1 (centres undefined)
 : 0	-2	3	-1.2	-7	2	-13	-10
44. Cc1ccc(S(=O)(=O)NCCCN(C)C)cc1
 : -1	-2	-12	4.4	14	-8	-1	-7
45. O=C(CN1CCN(C(c2ccccc2)c2ccccc2)CC1)N1N=CCC1c1ccccc1 (centres undefined)
 : 2	-2	1	2.2	4	-1	3	-18
46. CC(C)NC(=S)N=Nc1c(O)[nH]c2ccc([N+](=O)[O-])cc12
 : 18*	-9	18	-3.5	29	11	-2	21
47. CCCn1c(SCC(=O)Nc2ccc3c(c2)OCO3)nc2c1c(=O)n(C)c(=O)n2C
 : -1	3	-7	5.5	11	-5	5	-7
48. CCOC(=O)C1CCCN(c2c(NCCCN(CC)c3ccccc3)c(=O)c2=O)C1 (centres undefined)
 : 1	-10	3	-2.4	15	-8	7	-6
49. O=C(NNC1CC(=O)N(c2cccc(Cl)c2)C1=O)c1cccs1 (centres undefined)
 : 0	2	-12	-0.3	3	9	-3	2
50. Cc1nccc(-c2cc(-c3ccc(Cl)cc3Cl)no2)n1
 : -1	0	-12	2.2	0	-3	88*	89*
51. CC(C)c1ccc(NC(=O)c2cc(S(=O)(=O)N3CCCC3)c[nH]2)cc1
 : -11	-3	0	1.5	17	7	-1	-2
52. O=C(NCC(c1ccco1)N1CCc2ccccc2C1)c1ccc(Cl)cc1 (centres undefined)
 : 2	4	21	-0.2	13	2	-2	1
53. CCCC(=O)N1c2ccccc2[C@@H](N(C(C)=O)c2ccccc2)C[C@H]1C
 : 1	7	-9	-0.6	9	-4	1	-11
54. CCC(C(=O)N1CCN(S(=O)(=O)c2ccc(F)cc2)CC1)c1ccccc1 (centres undefined)
 : 1	6	-16	-0.6	2	-3	5	0
55. Cc1ccccc1N(CC(=O)NC1CCCC1)C(=O)c1csnn1
 : 0	8	8	-0.6	9	-10	4	7
56. CC1(C)Cc2c(sc3nc(SCC(=O)N4CCOCC4)nc(N)c23)CO1
 : 0	-3	27	0.6	-159	-3	-10	-5
57. CC(C)(C)n1ncc2c(=O)n(CC(=O)NCc3ccccc3)cnc21
 : 0	-5	-12	-0.4	11	-6	5	-20
58. CCCNC(=O)CSc1nnc(-c2ccc(F)cc2)o1
 : -1	-2	0	-0.2	2	-15	3	0
59. CCCCNS(=O)(=O)c1ccc2nc(SCC(=O)Nc3ccccc3)[nH]c2c1
 : -4	-14	-8	6.7	8	7	11	1
60. Cc1cc2n(n1)C(c1cn(-c3ccccc3)nc1C)Nc1ccccc1-2 (centres undefined)
 : 4	-2	-1	-0.1	-283	-1	-9	1
61. COc1nc(NCCN2CCOCC2)nc(Nc2ccc([N+](=O)[O-])cc2)n1
 : 2	-7	33	-0.3	35	1	-9	-1
62. N#Cc1c(-c2ccc(Cl)cc2)cc(-c2cccs2)nc1SCC(=O)O
 : -10	8	29	3.5	-247	15	-3	-18
63. CC1CCN(C(=O)CSc2ccc(-c3ccc4c(c3)OCCO4)nn2)CC1
 : 1	-8	21	0.2	4	4	-7	-10
64. Cc1nc2ccc([N+](=O)[O-])cc2c(=O)n1Cc1ccc(F)cc1
 : 1	3	-8	0.3	7	2	-8	15
65. CCNC(=S)N1N=C2c3ccccc3CCC2C1c1ccc(F)cc1 (centres undefined)
 : 1	-3	1	2.9	15	5	-6	-25

Screening data (PubChem)
